Screens deposited in PubChem by several laboratories.
FXIIa inh 1536 – blocks human coagulation factor XIIa protease activity. 220,000 tested, 0.3% active. purified FXIIa, Boc-QGR-AMC fluorogenic substrate, 2 h. inhibition, % at 5 µM; in the data active = inhibition above about 40%;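 also: 0% = enzyme with no compound and 100% = blank without enzyme; many of its hits are not listed in these tables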
Target sequence (P00748 20-372 limits assumed): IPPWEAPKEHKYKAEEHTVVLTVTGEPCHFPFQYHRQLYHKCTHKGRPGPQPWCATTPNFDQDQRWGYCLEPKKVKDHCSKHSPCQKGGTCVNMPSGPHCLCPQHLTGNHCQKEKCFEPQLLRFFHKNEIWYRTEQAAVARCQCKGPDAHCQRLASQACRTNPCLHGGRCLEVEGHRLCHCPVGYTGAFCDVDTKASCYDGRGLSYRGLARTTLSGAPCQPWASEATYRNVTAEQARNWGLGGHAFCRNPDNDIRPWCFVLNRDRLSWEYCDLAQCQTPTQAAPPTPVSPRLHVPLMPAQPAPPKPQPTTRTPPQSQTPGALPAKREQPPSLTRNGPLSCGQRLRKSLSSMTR
Target sequence (P00748 373-615 limits assumed): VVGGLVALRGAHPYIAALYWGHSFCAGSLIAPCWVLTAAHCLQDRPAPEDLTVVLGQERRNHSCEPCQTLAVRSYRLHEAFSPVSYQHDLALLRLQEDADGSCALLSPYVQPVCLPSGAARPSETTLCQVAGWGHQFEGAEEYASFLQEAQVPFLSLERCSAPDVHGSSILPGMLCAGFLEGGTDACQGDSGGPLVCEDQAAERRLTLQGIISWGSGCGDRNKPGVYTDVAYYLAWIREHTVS
TNF necrop inh – inhibitors of TNF-alpha induced necroptosis in Jurkat FADD-/- cells; Jurkat FADD-/- TNF necroptosis rescue, ATP luminescence, 24 h; 0 = TNF only, 100 = no-TNF cells; 220,000 tested, 0.068% active; activation (protection from cell death), % at 10 µM;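 active = activation, meaning protection from cell death, of at least 50% relative to plate controls; inactive = activation below 50%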;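 also: necroptosis triggered by 40 ng/mL TNF-alpha added together with compound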
FXIa inh 1536 – inhibitors of human coagulation factor XIa | P03951 | purified FXIa, Boc-Glu-Ala-Arg-AMC fluorogenic substrate | inhibition, % at 5 µM | 220,000 tested, 0.14% active | AID 798;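 active = inhibition of at least 40%; inactive = inhibition below 40%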;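 also: fluorescence of freed AMC excited at 355 nm; 0% = enzyme without compound and 100% = no enzyme blank; many of its hits are not listed in these tables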
TbHK1 inh – blocks Trypanosoma brucei hexokinase 1 activity. recombinant TbHK1, G6PDH-coupled NADH A340. inhibition, % at 10 µM. 220,000 tested, 0.11% active;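 active = inhibition of 50% or more in the single-dose primary screen; inactive = inhibition below 50%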
CHOP inhibitor – inhibitors of CHOP induction in ER stress response | CHO-K1 CHOP-promoter luciferase, tunicamycin-induced, 15-18 h | inhibition, % at 10 µM | 220,000 tested, 3.8% active | AID 2732;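 active = compounds that reduced the stress-induced luciferase reporter signal by more than about 70% of percent inhibition, limit read from the data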;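 also: 0% = tunicamycin plus vehicle and 100% = wells without tunicamycin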
Wee1 degr inh – human Wee1 degradation inhibition, primary screen; P30291; HeLa Luc-Wee1K328M stability, luciferase luminescence; 100% = proteasome inhibitor MG132 effect; 220,000 tested, 1.2% active; reporter increase, % at 5 µM;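 active = activation above the mean of all tested compounds plus 3 SD, set per screening run, cut at about 8.8% in these data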;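 also: cells exposed to compound for 20 h before luminescence read; 0% = DMSO alone and 100% = MG132 at 30 µM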
PPC-1+TRAIL kill – kills PPC-1 cancer cells in the presence of TRAIL; 220,000 tested, 0.41% active; PPC-1 cells + TRAIL, ATPLite viability luminescence; cell killing (% activity), % at 4 µM;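 active = cell killing above 50% in the first pass at 4 µM, then a duplicate retest at 5 µM averaging 50% or more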;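 also: plate controls were cells with TRAIL plus DMSO for no effect and medium-only wells lacking cells for full effect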
EP2 antag – inhibitors of human EP2 prostaglandin E2 receptor. C6 glioma cells expressing human EP2, cAMP TR-FRET; cells stimulated with saturating PGE2. 260,000 tested, 0.52% active. P43116. inhibition, % at 25 µM. AID 1422;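 active = percent inhibition above 40 after rounding to a whole number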;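 also: rat C6 glioma host cells with rolipram phosphodiesterase inhibitor present; the protocol text gives 20 µM as final concentration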
Target sequence (P43116 whole entry, looked up): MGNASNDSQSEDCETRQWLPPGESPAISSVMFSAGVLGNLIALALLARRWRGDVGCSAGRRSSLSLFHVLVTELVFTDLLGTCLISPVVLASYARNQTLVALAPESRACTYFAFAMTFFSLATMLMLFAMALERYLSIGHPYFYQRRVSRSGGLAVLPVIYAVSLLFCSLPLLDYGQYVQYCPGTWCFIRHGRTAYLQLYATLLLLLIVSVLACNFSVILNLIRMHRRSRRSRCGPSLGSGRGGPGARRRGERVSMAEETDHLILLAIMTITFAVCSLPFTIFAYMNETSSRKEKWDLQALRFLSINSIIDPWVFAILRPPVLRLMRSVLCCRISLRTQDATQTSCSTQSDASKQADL
zVAD death inh – blocks zVAD induced death of L929 cells; 220,000 tested, 0.38% active; viability rescue, % at 10 µM; L929 zVAD necroptosis rescue, ATP luminescence, 24 h; with zVAD 60 µM;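 active = activation, scaled between plate controls, above about 75%, limit read from the data; inactive = activation under that limit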;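 also: 0% = zVAD with DMSO and 100% = DMSO alone without zVAD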
The depositor's hits bear a star; . = no result given; & = joins results of further samples.

Below each SMILES: TbHK1 inh, EP2 antag, Wee1 degr inh, CHOP inhibitor, FXIa inh 1536, FXIIa inh 1536, zVAD death inh, PPC-1+TRAIL kill, TNF necrop inh
- CCOC(=O)c1nc2nc(C)cc(=O)n2[nH]1
  0.8, 8.8, 1.7, 4.0, 8.6, 17.8, 2.3, 7.3, 1.0
- Cc1occc1C(=O)N1CCN(C(=O)C2CCCO2)CC1 (stereo not given)
  -5.5, 7.9, -2.6, 15.9, -1.1, 11.8, 1.6, 25.5, 2.3
- Cc1cc(C)cc(OCc2ccc(C(=O)O)o2)c1
  -0.4, 2.6, -0.9, 47.7, 2.8, 0.0, 0.4, -5.4, -1.4
- CCCCCCCCCCCCC(NC(C)=O)(C(=O)OCC)C(=O)OCC
  -17.0, 4.7, -0.6, 28.6, 1.9, 5.6, 0.5, 9.5, 0.0
- Cc1onc(-c2c(Cl)cccc2Cl)c1C(=O)N1CCCc2ccccc21
  -3.1, 9.1, -0.7, 1.6, 0.3, 8.0, -0.7, -9.0, -2.1
- Cc1ccc(C2NC(C(=O)O)CS2)cc1 (stereo not given)
  -6.4, 8.9, -2.0, -2.1, -1.3, 8.9, 13.6, 1.5, -0.6
- CC(C)CC(NC(=O)C(CC(C)C)NC(=O)C(Cc1ccc(OCc2ccccc2)cc1)NC(=O)OC(C)(C)C)C(N)=O (stereo not given)
  -3.3, 4.2, 1.5, 93.7*, -0.4, 6.9, 1.9, 5.8, -1.2
- CN(C(=O)c1ccc(OC2CCN(C(=O)c3cccnc3)CC2)cc1)C1CCCCC1
  1.2, 2.7, -2.0, 11.0, 0.5, 9.2, 3.0, 17.0, 0.3
- COCCN1C(=O)/C(=C/c2cc3c(cc2Br)OCO3)NC1=S
  -15.9, 13.9, 5.9, 10.4, -4.6, -0.8, 3.5, -1.4, 0.9
- Nc1cccc(NP(=O)(c2ccccc2)c2ccccc2)c1
  -3.1, 9.3, 1.8, -28.0, 0.1, 3.8, 0.2, 12.6, 0.9
- COc1ccc(Cn2nnnc2C(c2cc3cccc(C)c3[nH]c2=O)N2CCN(C)CC2)cc1 (stereo not given)
  -8.2, 9.3&8.1, -1.2, 31.3, 0.6, 4.3, 0.4, 4.9, 0.7
- O=C(Cn1cnc([N+](=O)[O-])n1)NCc1ccccc1
  2.1, ., 2.4, 14.3, -7.7, 6.1, 0.0, 4.9, 4.4
- O=C(CN1CC[n+]2c(-c3cccs3)csc21)c1ccc(-c2ccccc2)cc1
  -5.3, 4.4, 4.8, 10.4, -2.7, -1.8, -0.2, 16.8, -1.2
- CC(C)CC(C)c1cc(N)nc2nc3ccccc3n12 (stereo not given)
  3.2, 5.9, -1.7, -3.2, 2.3, 13.8, -0.8, 1.7, 2.7
- COc1cc(C(=O)ON=C2C(C)=CC(=O)C=C2C)cc(OC)c1OC
  -3.7, 15.6, 2.5, 110.1*, 2.5, 31.9, 0.1, -7.7, -12.3
- CO/N=C1\CCn2c1c(C)c1ccccc12
  -0.6, 15.2, 3.8, 11.8, -6.7, 6.2, 0.1, 14.5, 0.1
- c1ccc(-c2n[nH]c(-c3ccccn3)n2)cc1
  -1.2, 20.5, 2.5, -44.5, 3.6, 15.4, -0.3, 11.8, -14.0
- NC(=Nc1ccc(Cl)cc1)c1ccccc1
  0.7, 7.2, 3.5, -7.3, 0.5, 8.0, 1.7, -0.3, -0.9
- Cc1ccc(N(C)C(=O)N2CCN(S(=O)(=O)c3ccc4ccccc4c3)CC2)cc1
  -12.0, 5.6, -1.2, 50.8, 2.2, 10.1, -0.6, 20.0, 0.2
- Cc1ccsc1C1C2=C(CC(C)(C)CC2=O)Nc2ncnn21 (stereo not given)
  -12.6, 8.0, -1.9, 5.4, 0.2, 5.5, 0.7, 3.4, 1.0
- Cc1cccc(N2CN(Cc3cccnc3)CNC2=S)c1
  4.7, 2.3, 1.3, 11.0, -4.8, -1.2, 0.2, 14.1, 1.5
- COc1ccc(NC2c3ccccc3C(=O)N2Cc2ccco2)cc1OC (stereo not given)
  6.0, 11.9, 0.3, 0.1, -1.4, 7.2, 3.3, 10.9, 1.0
- COc1ccc(Oc2c(Cl)cnn(-c3ccc(F)cc3)c2=O)cc1
  -4.0, 8.8, -3.8, 4.3, -3.4, 2.4, 0.5, 6.9, -7.8
- CC(CNS(=O)(=O)c1ccc(Br)cc1)CN(C)C (stereo not given)
  6.4, 9.4, -0.6, 1.8, 2.8, 12.2, 0.0, 10.0, 1.0
- Cc1cc2ccccc2c(=O)n1CC(=O)N(C)c1ccc(F)cc1
  -5.3, 9.5, -0.5, -3.5, -10.5, -8.1, -0.7, -3.1, -1.6
- O=C(NCc1ccccc1)C(=O)Nc1nc(C23CC4CC(CC(C4)C2)C3)cs1
  5.0, 12.9, 4.6, 60.0, 2.2, 9.7, 0.2, 22.4, 3.3
- CC1CC(Nc2ccccc2)=CC(=O)O1 (stereo not given)
  -1.4, 3.0, 0.5, 38.4, 1.5, 12.8, -1.1, 24.7, -0.9
- CCOC(=O)c1[nH]c(C)c(C(=O)N2CCN(C(=O)OCC)CC2)c1CC
  -0.4, 12.7, -1.9, 16.3, -3.2, 8.4, 1.2, 14.2, 0.8
- Cc1cc(NC(=O)c2c([N+](=O)[O-])c(C)nn2C)no1
  -4.2, 8.0, 3.9, -10.0, -15.4, -8.4, -0.1, 4.3, -1.0
- COc1ccc(N(C(=O)COc2ccccc2OC)S(=O)(=O)c2ccc(C)cc2)cc1
  2.8, 11.5, -1.2, 31.4, 0.5, 12.5, -0.6, 2.9, 19.8
- CCOc1ccc(N2C(=O)CC(Sc3nc4ccc(OCC)cc4s3)C2=O)cc1 (stereo not given)
  -2.7, 14.6, 3.3, ., ., ., 0.3, ., -19.9
- CN(C(=O)CSc1ncnc2scc(-c3ccccc3)c12)C1CCS(=O)(=O)C1 (stereo not given)
  -1.6, 6.9, 4.2, 8.0, -1.8, 10.2, 0.5, -10.7, 0.3
- Cc1ccc(/C=C/C2=Cc3c(sc(NC(=O)CSc4n[nH]c(N)n4)c3C#N)C(C)(C)C2)o1
  8.7, 5.1, -2.3, 12.7, -0.5, 2.7, 0.4, -7.2, -2.4
- COc1ccc(C(C#N)N2CCCCCC2)cc1OC (stereo not given)
  6.9, 23.3, 0.1, 11.7, 4.6, 17.3, 0.2, -0.2, 0.1
- Cc1ccc(-c2nsc(SCC(=O)NCC3CCCO3)n2)cc1 (stereo not given)
  -0.5, 8.1, -3.9, 10.8, -5.0, -2.8, 1.2, 26.7, 0.1
- COc1ccnc(N2CCN(c3ccc(Cl)cc3)CC2)c1C#N
  -4.4, 13.9, -0.5, -5.8, 5.2, 16.1, 0.0, 19.1, -4.9
- Cc1ccc(-n2nc(CN3CCOCC3)c(-c3ccccc3)c2N)c(C)c1
  1.8, 6.2, 1.0, 6.6, 3.0, 9.0, -0.5, -0.8, 0.4
- CCCCOC(=O)c1cccnc1
  -12.3, 13.8, -0.5, 4.3, 3.2, 3.0, 0.7, 11.6, 2.0
- COc1cccc(N=C2C(=O)N3CCCc4cccc2c43)c1
  -10.3, 11.1, 0.9, 11.2, 5.1, 11.4, 0.2, 5.9, 2.2
- C#Cc1ccc([C@H]2C=C(C(=O)N3CCN(Cc4ccccc4)CC3)O[C@@H](OCC)[C@@H]2CCCO)cc1
  -18.6, 5.3, 2.6, 3.9, 0.0, 6.2, 0.2, 4.0, 3.3
- Cc1cccc(OCCn2c(=O)oc3ccc(C)cc32)c1
  7.3, 13.5, -2.4, 20.9, -3.6, 10.5, -1.7, 0.8, -2.0
- O=C(CCNC(=O)c1ccccc1Cl)Nc1cc(S(=O)(=O)N2CCOCC2)ccc1N1CCOCC1
  -7.6, 5.2, -1.1, 5.7, 3.5, 14.2, -1.1, -19.0, 2.4
- CCC(CO)NS(=O)(=O)c1cc(-c2nn(C)c(=O)c3ccccc23)ccc1C (stereo not given)
  -0.4, 4.0, 0.3, 1.2, -4.1, 4.3, 53.8, 0.6, -4.1
- COC(=O)c1nn(-c2cccc(C(F)(F)F)c2)c(=O)cc1Sc1ccccn1
  -6.0, 4.6, -1.5, -7.0, 3.4, 14.7, 0.0, 14.9, -2.2
- CN(C)C(=O)C1C2NC(=S)N(c3ccccc3)C1(C)Oc1ccccc12 (stereo not given)
  -0.1, 8.4, -2.6, -7.4, -0.7, 5.3, 3.8, 22.1, 1.5
- CN1CCN(S(=O)(=O)c2ccc(NC(=S)NC(=O)C(C)(C)C)cc2)CC1
  3.1, 2.3, -1.4, 4.3, 3.7, 6.5, 1.2, 2.2, 1.4
- Cc1nc2nc(Cc3ccccc3)[nH]n2c(=O)c1Cl
  -4.5, 7.4, 0.4, 5.7, -4.8, -7.2, -0.6, 31.3, -2.0
- CC(C)(C)c1ccc(C(=O)NC(=S)NNC(=O)c2cccs2)cc1
  -11.3, 13.7, 4.0, 107.4*, 7.5, 10.8, -0.1, 24.4, -1.1
- Cc1ccc(C(=O)Nc2cccc(C(F)(F)F)c2)cc1Nc1ncnc2nc[nH]c12
  -8.8, 14.2, ., 31.3, 0.6, 3.2, 82.3*, 0.6, -4.0
- COc1ccccc1Oc1coc2cc(O)ccc2c1=O
  -30.5, 8.3, 0.8, 21.5, -8.1, 1.6, 2.9, -5.6, 0.5
- CCOC(=O)c1[nH]nc2c1C(=O)N(CC)C2=O
  5.2, 12.2, 5.1, -4.6, 1.0, 9.3, -0.1, 4.6, -2.4
- N#Cc1cc2c(nc1SC1CCCCC1O)CCCC2 (stereo not given)
  -2.1, 7.4, -0.9, 55.6, 2.4, 10.7, 1.3, 13.9, 18.3
- CCC(c1nnnn1CCOC)N1CCN(Cc2ccccc2OC)CC1 (stereo not given)
  -2.3, 8.7&7.3, 1.4, 10.1, 0.9, 10.3, -0.5, 2.3, -1.9
- O=C(NCC1(N2CCCCC2)CCCCC1)C1CC(=O)N(c2ccc3c(c2)OCCO3)C1 (stereo not given)
  0.9, 2.6, -0.7, 27.8, -3.8, 2.0, 0.9, 22.1, 1.2
- Cc1ccc(S(=O)(=O)N(C)C)cc1NC(=O)C1CCCC1
  -4.2, 3.4, -2.9, 16.2, 6.6, 1.4, 0.4, 22.8, 1.5
- Cc1ccn2cc(C(=O)Nc3ccc4c(c3)OCCO4)nc2c1
  -3.3, 6.3, -0.2, 16.7, -0.5, 12.3, -0.1, 42.9, -4.9
- CC1(C)CC(=O)C2=C(C1)NC(Nc1nc3ccccc3o1)=NC2c1ccccn1 (stereo not given)
  -46.5, 7.3, -2.6, -15.3, 3.2, 10.6, 6.3, 1.2, 4.0
- COc1ccc(C(=O)NCCN2CCOCC2)c(OC)c1
  2.4, 7.1, -0.9, 4.3, -4.7, 5.4, 3.2, 9.9, 0.0
- O=c1c2c3c(sc2nc2n1CCCS2)CCCC3
  -24.7, 16.5, 1.1, 9.6, -4.2, -5.2, 1.7, 22.0, -0.1
- CCOc1cc(CNCCO)cc(Br)c1OCc1ccc(Cl)cc1Cl
  0.1, 28.8, 0.8, 45.4, 3.6, 5.8, 9.8, -10.2, -26.6

Record cards, as listed above.
Cc1ccn2cc(C(=O)Nc3ccc4c(c3)OCCO4)nc2c1 across the screens: TbHK1 inh: -3.3; EP2 antag: 6.3; Wee1 degr inh: -0.2; CHOP inhibitor: 16.7; FXIa inh 1536: -0.5; FXIIa inh 1536: 12.3; zVAD death inh: -0.1; PPC-1+TRAIL kill: 42.9; TNF necrop inh: -4.9
COCCN1C(=O)/C(=C/c2cc3c(cc2Br)OCO3)NC1=S across the screens: TbHK1 inh: -15.9; EP2 antag: 13.9; Wee1 degr inh: 5.9; CHOP inhibitor: 10.4; FXIa inh 1536: -4.6; FXIIa inh 1536: -0.8; zVAD death inh: 3.5; PPC-1+TRAIL kill: -1.4; TNF necrop inh: 0.9

The list is partial (hit frequency here may not be typical).
